# RGS4 inh: human RGS4 inhibition; P49798; Transcreener GDP fluorescence polarization, RGS4-accelerated GTP hydrolysis; Potency, µM (series often up to 114 µM), inactives show top-dose activity change, negative = inhibition, usual class: inhibitors; hit rate 0.039% among 390,000; further: potency means the concentration at half of the fitted maximal effect; on the % scale 0 is the no-effect control and ±100 the full control effect; nearly all actives have a fitted effect of over 75% in size; some results filed as inactive show a strong effect at the top dose
# Target sequence (P49798 whole entry, looked up): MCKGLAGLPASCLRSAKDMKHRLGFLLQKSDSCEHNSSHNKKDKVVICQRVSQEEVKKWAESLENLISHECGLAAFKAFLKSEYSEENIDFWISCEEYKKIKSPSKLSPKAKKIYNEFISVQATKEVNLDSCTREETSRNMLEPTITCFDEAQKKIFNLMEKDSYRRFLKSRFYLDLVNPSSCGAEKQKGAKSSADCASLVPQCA
#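 MLSMR compounds (23 nl, pin-transferred) preincubated 10 min at room temperature with a 500nM (2x) first reagent, then RGS4 at 900nM (2x) plus Transcreener GDP mix added; fluorescence polarization (620/688 nm) read before and after 90 min at 30 °C.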
# D2 agonist: agonists of human D2 dopamine receptor | P14416 | HEK293 T-REx D2 cells, calcium flux agonist mode | activation, % at 2 µM | hit rate 0.53% among 340,000 | AID 485358;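 active means activation over 3 SD above normal in the single-dose calcium agonist read, cut at about 30% in these data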; further: 0% is about no effect
#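 Agonism is scored from calcium flux in a force-coupled, inducible HEK293 cell line expressing D2, read kinetically for 180 s after compound addition against dopamine controls.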
# ERG Ets-DNA blk: blocks human ERG Ets domain binding to DNA | fluorescence polarization, His-ERG Ets domain / labelled DNA | Potency, µM (series often up to 76.9 µM), inactives show at the highest dose FP activity, negative = inhibition, actives largely listed as inhibitors | hit rate 0.028% among 370,000 | AID 624246; active means well fitted inhibition curve with a large enough effect in the polarisation, with a control signal flat; inconclusive means small, poorly fitted or top-dose-only effect, or effect the other way, or a change in a side signal; inactive means no such curve, though single readings can be large or run the other way; the % refers to the polarisation;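 further: polarization taken with two DNA probes labelled with fluorescein and Texas red; potency means the concentration at half of the fitted maximal effect; % of control where 0% means no effect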
# Target sequence (P11308 whole entry, looked up, the tested form may be a part): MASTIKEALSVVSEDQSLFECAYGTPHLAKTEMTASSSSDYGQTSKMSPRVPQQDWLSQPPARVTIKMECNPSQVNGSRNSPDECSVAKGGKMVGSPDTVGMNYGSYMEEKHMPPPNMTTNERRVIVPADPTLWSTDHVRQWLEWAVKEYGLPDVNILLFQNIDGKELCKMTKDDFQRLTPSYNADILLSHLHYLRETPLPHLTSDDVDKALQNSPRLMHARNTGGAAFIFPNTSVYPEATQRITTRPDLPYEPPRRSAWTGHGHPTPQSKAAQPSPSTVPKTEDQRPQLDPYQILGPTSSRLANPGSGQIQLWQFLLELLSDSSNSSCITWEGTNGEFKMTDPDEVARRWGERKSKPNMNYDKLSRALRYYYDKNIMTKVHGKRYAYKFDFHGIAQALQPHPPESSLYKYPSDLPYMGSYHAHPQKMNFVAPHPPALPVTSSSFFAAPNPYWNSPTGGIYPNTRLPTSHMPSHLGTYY
#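 His-tagged ERG Ets domain (1 uM in the protein solution; 300mM KCl, 50mM Tris-HCl, 1mM EDTA, 1mM DTT, pH 7.5) received compound, then a probe mix of 5 nM fluorescein-DNA and 100nM Texas-615-DNA. Fluorescence polarization was read for both dyes.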
# Vif-A3G inh: blocks the Vif interaction with human APOBEC3G. Q9HC16. HeLa A3G-eYFP + Vif (tagged APOBEC3G with the HIV-1 protein that degrades it), YFP fluorescence, overnight. Potency, µM (highest dose often 46.1 µM), inactives show top-dose activity, negative = active, hits mostly inhibitors. hit rate 0.076% among 410,000. AID 602310;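 further: potency means the concentration at half of the fitted maximal effect; on the % scale 0 is the no-effect control and ±100 the full control effect; nearly all actives have a fitted effect of over 60% in size; hits raise eYFP signal because A3G escapes Vif-driven loss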
# Target sequence (Q9HC16 whole entry, looked up): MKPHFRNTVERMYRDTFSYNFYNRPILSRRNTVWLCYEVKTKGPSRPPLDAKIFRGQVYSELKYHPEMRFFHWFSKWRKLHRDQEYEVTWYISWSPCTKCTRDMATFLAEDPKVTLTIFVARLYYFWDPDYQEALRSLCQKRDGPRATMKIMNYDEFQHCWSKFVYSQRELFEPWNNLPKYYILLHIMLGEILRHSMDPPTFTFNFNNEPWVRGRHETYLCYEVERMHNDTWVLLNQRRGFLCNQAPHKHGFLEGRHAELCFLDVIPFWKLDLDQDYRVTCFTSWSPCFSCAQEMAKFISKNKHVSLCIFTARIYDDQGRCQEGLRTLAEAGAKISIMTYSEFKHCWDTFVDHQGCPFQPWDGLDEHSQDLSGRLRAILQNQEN
#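 HeLa cells stably expressing Vif and C-terminally eYFP-tagged A3G, seeded overnight at 37 deg C, then exposed to compound by pintool overnight at 37 deg C. Rise in yellow fluorescence (Ex 488/Em 500-530, Acumen) marks blocked Vif-driven A3G degradation.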
# Vif-APOBEC3F blk: blocks the Vif interaction with APOBEC3F; HeLa A3F-eYFP + Vif (tagged APOBEC3F with the HIV-1 protein that degrades it), YFP fluorescence increase; Potency, µM (highest dose often 46.1 µM), without a hit: at the top dose activity, negative = active; hit rate 0.2% among 390,000; AID 602313; further: potency means the concentration at half of the fitted maximal effect; % of control where 0% means no effect; nearly all actives have a fitted effect of over 65% in size
#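 HeLa cells stably expressing Vif plus C-terminally eYFP-tagged A3F were seeded, incubated overnight at 37 deg C, dosed with compound, incubated overnight again at 37 deg C. Yellow fluorescence (Ex 488/Em 500-530) reported blocked Vif-mediated A3F-eYFP degradation.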
# D2 antag: D2 dopamine receptor (human) antagonism; AID 485344; inhibition, % at 10 µM; HEK293 TREx D2 cells, calcium flux, dopamine EC80; hit rate 2% among 340,000; in the data active means inhibition above about 30%; further: 0% is about no effect
#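 Overnight-induced (tetracycline, 30 C) HEK293 T-REx cells carrying force-coupled D2 receive a no-wash calcium dye, then compound, then EC80 dopamine at 180 s; signals are read kinetically throughout.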
# LDHA inh: inhibitors of human lactate dehydrogenase A; purified LDHA, NADH/diaphorase-resazurin fluorescence; stronger effect = lower value; activity change, % (values are at about 110 or 230 µM); hit rate 0.15% among 480,000; AID 1347041; in the data active means activity change below about -30%; inconclusive means mostly about -25% to -30%;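 further: plate controls were DMSO wells for no effect and wells without enzyme for full effect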
#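 Human LDH5 at 2 nM final in Tris HCl pH 7.4 with 0.06 mM NADH and 0.2 mM pyruvate, reacted 5 minutes at room temperature. Remaining NADH coupled via diaphorase/resazurin; resorufin fluorescence read at 0 and 20 minutes, normalized to enzyme-free and DMSO wells.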
# ALOX12 inh: inhibitors of human 12S-lipoxygenase ALOX12 | purified 12hLO, xylenol orange hydroperoxide absorbance | Potency, µM (series often up to 108 µM), for the others: at the top dose activity change, negative = inhibition, actives largely listed as inhibitors | hit rate 1.1% among 580,000 | AID 1671190; further: potency means the concentration at half of the fitted maximal effect; on the % scale 0 is the no-effect control and ±100 the full control effect
#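 Purified human 12hLO at 150 nM in 25 mM Hepes, 0.01% Triton X-100, pH 7.0, preincubated 15 min at room temperature with compound. Reaction started with 40 uM arachidonic acid, 30 min at room temperature. Hydroperoxide measured by Fe-xylenol orange, 573/405 nm absorbance ratio.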
# GRP78 ERSR act: inducers of ER stress response in human glioma cells; U87-MG GRP78 promoter luciferase reporter, 16 h; hit rate 0.02% among 420,000; Potency, µM, for inactives: at the highest dose activation, usual class: activators; further: potency means the concentration at half of the fitted maximal effect; series mostly up to about 76 µM; % of control where 0% means no effect; nearly all actives have a fitted effect of over 35% in size
#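 Stably transfected U87-MG human glioma cells carrying a GRP78-based luminescent sensor were seeded at 1000 cells/well, pin-dosed with compounds and incubated 16 h. Luciferase reagent was then added, and end-point luminescence was read after 10 min at room temperature.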
# * = called active by the depositor; ? = inconclusive; / = no result given; [ ] = another dose, or the depositor's remark. Unless noted, the call rests on the fitted dose curve; in most records, active means well fitted curve in the direction sought with a large enough effect; inconclusive means small, poorly fitted or top-dose-only effect, or another doubt; inactive means no such curve, though single readings can be large; an effect the other way counts as inactive or inconclusive. Not all compounds are listed, so the mix of outcomes need not match the whole.
SMILES,RGS4 inh,D2 agonist,ERG Ets-DNA blk,Vif-A3G inh,Vif-APOBEC3F blk,D2 antag,LDHA inh,ALOX12 inh,GRP78 ERSR act
COc1ccc(CNC(=O)C2CCCN2S(=O)(=O)c2ccc(F)cc2)cc1 (centres undefined),-13.5%,-0.5,-2.4%,2.0%,-3.5%,-18.7,1.7,-8.2%,-3.3%
CCNC(=S)NNC(=O)c1cc(-c2ccccc2C)nc2ccccc12,-12.3%,0.1,-4.7%,0.0%,-13.5%,17.5,-7.8,/,0.4%
CCCNC(=O)C1(C)CCCN(Cc2ccc(C(=O)OCC)o2)C1 (centres undefined),/,/,/,-2.1%,/,/,-2.7,-10.5%,-3.7%
COC(=O)COc1ccc(S(=O)(=O)N2CCN(c3ccccc3F)CC2)cc1C,23.0%,-0.5,1.7%,2.2%,-9.1%,-11.5,2.8,-4.4%,0.1%
COc1ccc(N2CCN(C(=O)CNS(=O)(=O)c3ccc(C)c(C)c3)CC2)cc1,-20.2%,1.8,-1.2%,-0.1%,1.7%,-23.5,-9.2,-21.4%,-2.3%
CCOC(=O)Cc1csc(NC(=O)c2ccc(C)o2)n1,-18.7%,6.2,-5.7%,1.1%,3.1%,-29.6,-8.9,-11.3%,3.7%
CCOC(=O)c1ccc(NC(=O)CCc2c(C)nc3ncnn3c2C)cc1,-11.6%,-0.4,-1.3%,1.0%,-7.6%,-20.9,-0.4,-12.0%,-3.6%
Cc1onc(-c2ccccc2Cl)c1C(=O)NNC(=O)c1nn(C)cc1Cl,-48.3%,/,-5.6%,-0.2%,2.1%,/,-2.0,13.7%,-2.8%
CCOC(=O)CNC(=S)N(Cc1ccccc1)Cc1cccs1,-6.1%,0.0,4.0%,-1.0%,2.8%,-10.2,-3.4,2.9%,2.4%
C/C(Cc1ccccc1)=N\NC(=O)CNC(=O)c1cccc(F)c1,0.1%,-0.5,0.7%,-3.2%,1.3%,23.4,-5.7,2.5%,-3.8%
COC(=O)COc1ccc2c(c1)O/C(=C\c1ccco1)C2=O,-29.5%,-2.3,-12.8%,0.4%,15.0%,13.0,0.8,?,1.7%
CCOC(=O)C1CCN(C(=O)Cn2nc(C)n3nc(-c4ccc(CC)cc4)cc3c2=O)CC1,28.1%[11.4 µM],/,2.1%,0.8%,-7.7%,/,-5.0,0.4%,-2.0%
O=C(NCc1ccccc1)C1CC(=O)N(C2CCCCC2)C1 (centres undefined),-10.9%,-0.9,14.4%,5.0%,1.3%,-7.7,-4.4,13.2%,6.2%
CCN(CC(=O)NC(C)C)C(=O)Cc1ccc(C)c(C)c1,-4.5%,0.5,0.6%,-5.3%,4.2%,-20.0,-5.1,0.5%,-6.4%
Cc1ccc(C)c(NC(=O)CSc2n[nH]c(-c3ccccn3)n2)c1,-25.7%,0.1,-2.6%,-6.2%,?,-9.3,10.2,0.1%,0.8%
O=C(NCc1cccnc1)c1cc(C2CCCN(S(=O)(=O)c3cccc4cccnc34)C2)on1 (centres undefined),/,/,/,-0.8%,/,/,-14.9,-13.2%,5.3%
O=C(COC(=O)c1cccc(S(=O)(=O)N2CCCCC2)c1)NC1CCCc2ccccc21 (centres undefined),-1.8%,0.5,-11.6%,0.8%,-5.2%,10.6,-0.1,-15.5%,-2.6%
CCOC(=O)C1CCN(c2nc(-c3ccc(C)cc3)nc3ccccc23)CC1,-9.1%,0.1,0.1%,-4.6%,0.2%,-1.7,2.1,47.1%[activator],-3.4%
COc1ccc(-n2c(SCC(=O)NC3CC3)nc3ccccc3c2=O)cc1OC,12.4%,0.0,-16.8%,-3.7%,0.3%,5.4,-0.6,-1.6%,-3.6%
COC(=O)COc1ccc2cccc(-n3cnnn3)c2c1,?,0.0,6.9%,-0.2%,2.0%,22.0,-6.0,1.0%,0.7%

# Two neighbouring records from above, for reference:
SMILES,RGS4 inh,D2 agonist,ERG Ets-DNA blk,Vif-A3G inh,Vif-APOBEC3F blk,D2 antag,LDHA inh,ALOX12 inh,GRP78 ERSR act
COc1ccc(-n2c(SCC(=O)NC3CC3)nc3ccccc3c2=O)cc1OC,12.4%,0.0,-16.8%,-3.7%,0.3%,5.4,-0.6,-1.6%,-3.6%
COC(=O)COc1ccc2cccc(-n3cnnn3)c2c1,?,0.0,6.9%,-0.2%,2.0%,22.0,-6.0,1.0%,0.7%

# More results follow:
SMILES,RGS4 inh,D2 agonist,ERG Ets-DNA blk,Vif-A3G inh,Vif-APOBEC3F blk,D2 antag,LDHA inh,ALOX12 inh,GRP78 ERSR act
COC1=C/C(=C/c2c(O)c(C#N)c3ccccn23)C=CC1=O,-1.9%,2.4,4.3%,-4.8%,-8.6%,33.1*,9.2,?,3.2%
COC1=Nc2ccccc2/C=C\c2ccccc21,/,/,/,2.3%,1.8%,/,-5.0,4.8%,-3.2%
N#Cc1c([N+](=O)[O-])cc([N+](=O)[O-])cc1S(=O)(=O)Cc1ccccc1,?,0.0,/,?,5.0%,7.1,40.3,?,-14.7%
CCC(=O)N1CCc2cc(Br)cc(S(=O)(=O)N3CCN(c4cc(C)ccc4C)CC3)c21,8.7%,0.9,4.7%,0.8%,0.0%,/,-18.3,-11.8%,-3.2%
Cc1ccc2c(c1)c1c3n2CCN(C(=O)c2ccc(C(F)(F)F)cc2)C3CCC1 (centres undefined),8.7%,-0.8,?,3.7%,-0.3%,/,-5.5,-22.8%,-1.3%
Cn1nnnc1SCC(=O)NC1CCCc2ccccc21 (centres undefined),-14.2%,-0.3,5.1%,4.4%,3.7%,-5.5,-8.0,2.3%,1.8%
CS(=O)(=O)NNC(=O)C1Cc2c(ccc3ccccc23)O1 (centres undefined),8.0%,-0.2,-6.2%,0.5%,-1.2%,-4.9,1.8,3.2%,1.5%
Cc1ccc(C(=O)N/C(=C\c2cccs2)C(=O)NCc2ccncc2)cc1,-0.9%,/,-8.0%,4.7%,0.7%,/,1.0,-1.4%,-5.7%
COc1ccccc1N1CCN(Cc2cc(=O)n3ccsc3n2)CC1,20.0%,0.3,-5.0%,-1.2%,-12.5%,-3.2,-0.6,191.5%[activator],-2.8%
Cc1ccc(-n2cc(CNCCCN3CCCC3=O)c(-c3ccc(F)cc3)n2)cc1,3.7%,0.7,-0.4%,0.5%,0.0%,17.1,3.9,-21.0%,-1.4%
Cc1nn(-c2ccccc2)c(C)c1NC(=O)CCl,7.4%,0.4,/,-1.9%,2.2%,-4.9,-5.6,-6.9%,6.9%
Cn1nnc(NC(=O)c2cccc(OCc3ccccc3)c2)n1,5.3%,-0.2,2.8%,0.7%,4.9%,-9.1,-3.2,?,1.5%
Cc1ccc(C(=O)COC(=O)CNC(=O)c2cccs2)cc1,-2.7%,0.6,-4.2%,1.0%,-10.2%,-4.9,-7.4,-24.2%,-6.3%
Cc1c(O)nc(SCC(=O)Nc2ccc3c4c(cccc24)CC3)n(-c2ccccc2)c1=O,-21.8%,-0.5,-19.5%,-3.4%,3.5%,0.7,-7.5,-12.8%,-0.5%
CCC(C)N1CC23C=CC(O2)C(C(=O)OC)C3C1=O (centres undefined),1.7%,6.3,1.1%,-6.4%,-6.3%,30.5*,-3.1,399.8%[activator],-5.9%
CCCOC(=O)c1ccc(NC(=O)CN(C)Cc2cccs2)cc1,14.1%,2.0,-3.8%,-7.7%,-1.6%,-15.1,-0.6,-16.9%,-4.8%
Cn1c2c(sc1=O)CCC2,-20.4%,/,1.4%,0.4%,2.4%,/,-10.9,-25.5%,-1.8%
CC(C)(C)CN1CCN(Cc2nc(-c3ccc(F)cc3)cs2)CC1CCO (centres undefined),-6.5%,-1.6,4.3%,-0.2%,7.7%,-9.4,-3.5,0.9%,-3.0%
Cc1cc(Nc2cccc(C(F)(F)F)c2)nc2ccc(NC(=O)c3cccc(Cl)c3)cc12,16.3%,0.7,8.6%,-7.9%,-7.5%,/,-11.5,0.0%,-6.2%
CC(C)C[C@H]1CNC(=S)N1CC1CCN(CCC23CC4CC(CC(C4)C2)C3)CC1,-0.1%,/,11.6%,3.4%,2.0%,/,-4.2,?,-4.8%
Cn1c(=O)c2c(SCc3ccccn3)nc(C3CC3)nc2n(C)c1=O,-2.9%,-0.8,10.1%,-5.0%,1.2%,8.1,-4.0,24.1%,-3.2%
CCN(CC)c1ccc(NC(=O)Cn2cc3c(n2)CCC(C)C3)c(C)c1 (centres undefined),-21.0%,-0.8,-3.8%,-6.4%,0.4%,11.8,2.4,268.8%[activator],-1.8%
COC(=O)C(Cc1ccccc1)NC(=O)CNC(=O)c1ccccc1OC (centres undefined),6.5%,-0.1,-4.8%,0.0%,-21.6%,5.7,-10.2,7.6%,-1.9%
Cc1nc(SCC(=O)NC2CCCC2)[nH]c(=O)c1C,-10.5%,-0.3,-11.2%,6.6%,-22.5%,5.2,-5.7,-14.1%,-3.3%
